High-throughput results (PubChem)
KAT2A inh = inhibitors of human GCN5L2 histone acetyltransferase; Q92830; GCN5L2 HAT assay, ThioGlo1 CoA-SH fluorescence; Potency, µM (highest dose often 58.9 µM), for the others: at the top dose activity change, negative = inhibition, most hits filed as inhibitors; 0.21% of 390,000 active
Target sequence (Q92830 whole entry, looked up): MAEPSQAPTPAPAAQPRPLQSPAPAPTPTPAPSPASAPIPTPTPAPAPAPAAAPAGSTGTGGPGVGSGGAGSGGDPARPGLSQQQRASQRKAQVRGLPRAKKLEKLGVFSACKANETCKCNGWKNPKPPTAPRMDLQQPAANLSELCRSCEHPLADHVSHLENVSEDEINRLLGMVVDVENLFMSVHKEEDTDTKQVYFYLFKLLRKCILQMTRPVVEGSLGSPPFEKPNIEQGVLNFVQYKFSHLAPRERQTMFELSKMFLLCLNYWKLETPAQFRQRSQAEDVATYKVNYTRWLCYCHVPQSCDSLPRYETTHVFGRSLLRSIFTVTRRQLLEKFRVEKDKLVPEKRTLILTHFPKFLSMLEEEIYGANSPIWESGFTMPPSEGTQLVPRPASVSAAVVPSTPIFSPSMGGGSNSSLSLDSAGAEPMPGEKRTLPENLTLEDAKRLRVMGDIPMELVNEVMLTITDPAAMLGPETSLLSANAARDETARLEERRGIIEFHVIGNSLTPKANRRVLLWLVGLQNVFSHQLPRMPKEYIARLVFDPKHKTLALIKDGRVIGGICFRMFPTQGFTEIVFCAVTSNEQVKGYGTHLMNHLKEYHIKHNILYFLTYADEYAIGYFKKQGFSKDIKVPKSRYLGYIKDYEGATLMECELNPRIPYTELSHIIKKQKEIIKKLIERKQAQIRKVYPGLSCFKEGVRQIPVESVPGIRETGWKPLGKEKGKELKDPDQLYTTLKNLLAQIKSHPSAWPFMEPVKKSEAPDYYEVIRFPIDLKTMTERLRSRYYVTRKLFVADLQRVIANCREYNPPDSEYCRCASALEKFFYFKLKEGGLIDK
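ThioGlo1-coupled HAT assay: 20nM GCN5L2, 70uM acetyl-CoA, 75uM H3(1-25) peptide, pH 7.5. Fluorescence read at 340/540nm at start and after 20 min at room temperature.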
FEN1 inh = blocks human flap endonuclease 1. Recombinant FEN1 flap cleavage, fluorescence, 15 min. 0.35% of 390,000 active. Potency, µM (top dose mostly 114 µM), inactives show at the top dose activity change, negative = inhibition, usual class: inhibitors. P39748; also: nearly all actives have a fitted effect of over 65% in size
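Potency values derive from four-parameter Hill fits of normalized qHTS data. The reaction used 10 nM FEN1 preincubated 15 min at room temperature with compound, then 50 nM DNA substrate, read at 0 and 15 min.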
N370S GC = N370S glucocerebrosidase modulation, Gaucher chaperone candidate. P04062. N370S GC spleen homogenate, 4MU-glucoside fluorescence. Potency, µM (doses to about 59.4 µM), for inactives: at the highest dose activity change, negative = inhibition, hits mostly inhibitors. 0.092% of 330,000 active. AID 2101;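 also: 0% = full enzyme activity and -100% = no enzyme basal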
The depositor's hits bear a star; ? = inconclusive; · = not tested or not shown; & = joins results of further samples; [ ] = remark or other dose. Calls follow the shape of the dose curve; as a rule, active = well fitted curve in the direction sought with a large enough effect; inconclusive = small, poorly fitted or top-dose-only effect, or another doubt; inactive = no such curve, though single readings can be large; an effect the other way counts as inactive or inconclusive. Unless noted, % is scaled to controls: 0 for no effect and ±100 for the full control effect; potency is read from the fitted curve at half-maximal effect. A portion of the library. The share of hits here may be higher or lower than overall.

Each structure is followed by: KAT2A inh	FEN1 inh	N370S GC
CCOc1ccc(N(Cc2cc3ccc(C)cc3[nH]c2=O)C(=O)COC)cc1
 : -2%	0%	13%
Cc1nn(CC(=O)NCc2cccnc2)c(C)c1[N+](=O)[O-]
 : -3%	3%	0%
Cc1ccc(-n2nc3c(N4CCC(C(=O)NCCc5ccccc5)CC4)nnc(C)c3c2C)cc1
 : -2%	-10%	·
Cc1ccnc(Nc2nc(-c3ccc(O)c(O)c3)cs2)c1
 : -1%	?	1%
COC(=O)C1=C(C)NC(=S)NC1c1sccc1C (stereo not drawn)
 : 0%	10%	-4%
Nc1n[nH]c(-c2ccc([N+](=O)[O-])cc2[N+](=O)[O-])n1
 : 3%	14%	-4%
O=C(COC(=O)c1ccccc1OC(F)F)Nc1ccc(N2CCCCC2)cc1
 : 3%	0%	·
COc1ccc2nc(SCC(=O)Nc3ccc4[nH]c(=O)[nH]c4c3)[nH]c2c1
 : 0%	-12%	·
COc1ccc(S(=O)(=O)N2Cc3ccccc3CC2C(=O)N2CCOCC2)cc1 (stereo not drawn)
 : -3%	-3%	5%
CC#CCOC(=O)C1=CCCN(C)C1
 : 17%&-10%	·	3%&-4%

Whole records as entered above. Order of screens: KAT2A inh	FEN1 inh	N370S GC
COc1ccc(S(=O)(=O)N2Cc3ccccc3CC2C(=O)N2CCOCC2)cc1 (stereo not drawn) is listed as -3%	-3%	5%
COC(=O)C1=C(C)NC(=S)NC1c1sccc1C (stereo not drawn) is listed as 0%	10%	-4%
COc1ccc2nc(SCC(=O)Nc3ccc4[nH]c(=O)[nH]c4c3)[nH]c2c1 is listed as 0%	-12%	·
Cc1nn(CC(=O)NCc2cccnc2)c(C)c1[N+](=O)[O-] is listed as -3%	3%	0%

Continuation.
Each structure is followed by: KAT2A inh	FEN1 inh	N370S GC
CCN(c1ccc(OC)cc1)S(=O)(=O)c1nnc(NC(=O)C(C)C)s1
 : 3%	11%	1%
O=[N+]([O-])c1ccc(NC(=S)N2CCN(c3ccccn3)CC2)cc1
 : 1%	9%	1%
CN(C)CCCNC(=O)c1ccc(-c2cc(O)c3ncccc3c2)cc1
 : -4%&1%	50µM*	·
CC(=O)N1N=C(c2ccccc2O)OC1(C)CC(=O)Nc1ccccc1 (stereo not drawn)
 : -5%	-3%	13%
COC(=O)C1CN(C(=O)C(C)Oc2ccc(C(C)C)cc2)c2ccccc2O1 (stereo not drawn)
 : -6%	-21%	-7%
CCOC(=O)C1C(c2ccccc2)N(C)OC1(O)C(F)(F)F (stereo not drawn)
 : -4%	13%	0%
N#Cc1c(SCC(N)=O)nsc1SCc1ccc(Cl)cc1
 : 1%	9%	8%
CC(=O)c1ccc2c(c1)Cc1cc(C(C)=O)ccc1-2
 : 4%	0%	1%
CC1CC(C)CN(S(=O)(=O)c2cc3c4c(c2)CCN4C(=O)CC3)C1 (stereo not drawn)
 : -11%	-8%	-6%
CCc1ccc[n+](-c2[nH]c(=O)sc2/C=N/N=C(\[O-])c2ccncc2)c1
 : -8%	-16%	-7%
CCOC(=O)c1c(C)nn(-c2ccc(NC(=O)c3cccs3)cc2)c1C
 : -9%	-20%	-8%
O=C(CCc1ccncc1)NC1CCCc2c1cnn2-c1cc(F)cc(F)c1 (stereo not drawn)
 : -4%	11%	-11%
CCOC(=O)C1CCN(c2nc3c(S(=O)(=O)c4ccccc4)nnn3c3ccsc23)CC1
 : -8%	-3%	·
Cn1cccc1C(=O)NC1CCCCCC1
 : 1%	-3%	·
COC(=O)c1ccccc1N1C(=O)[C@@H]2C(c3ccc(F)cc3)=NO[C@@H]2C1=O
 : -1%	2%	7%
CC(OC(=O)CCc1nc2ccccc2c(=O)[nH]1)C(=O)c1ccc(C(C)(C)C)cc1 (stereo not drawn)
 : -12%	-9%	9%
Cc1sc2ncnc(N3CCC(C(=O)N(C)CC(=O)Nc4ccccc4Cl)CC3)c2c1C
 : ?	-3%	-1%
CC(C)c1cccc(-c2ccc3c(c2)S(=O)(=O)c2cccc(C(=O)NCc4ccccc4)c2C3=O)c1
 : -5%	-13%	·
CN(Cc1ccccc1)C(=O)CSc1n[nH]c(N)n1
 : -1%	10%	-3%
CC1CCCN(Cc2nc3c(c(=O)n(C)c(=O)n3C)n2CCCc2ccccc2)C1 (stereo not drawn)
 : -4%	-20%	0%
CCc1ccc(NC(=O)CSc2nnc(-c3cnccn3)n2C)cc1
 : 0%	1%	-24%
Cc1c(C#N)c(O)n(CCO)c(=O)c1N=Nc1ccc2c(c1)COC2=O
 : -2%	-14%	1%
COC(=O)CC(NC(=O)c1cccs1)c1ccc(OC)c(OC)c1 (stereo not drawn)
 : -9%	2%	-13%
COc1ccc(NC(=O)c2cccnc2)cc1
 : -2%	-5%	-5%
CCOC(=O)/C(C#N)=C/c1cn(CCC(=O)O)nc1-c1ccc(Br)cc1
 : 0%	-10%	1%
CN(C)CCCOC(=O)c1ccc(Br)cc1
 : 0%	-5%	4%
Cc1ccc(NC(=O)NCc2cccnc2)cc1C
 : -31%	-15%	-9%
COc1cccc(NC(=O)c2ccc3snnc3c2)c1
 : 1%	5%	13%
CCOc1ccc(OCCC(=O)N2CCc3cc(OC)c(OC)cc3C2)cc1
 : -8%	-7%	-7%
O=C(COc1ccccc1)OCC(=O)N1CCCc2ccccc21
 : -17%	1%	-6%
C=CCNC(=O)C1CCN(c2nc(C)cc(-c3ccccc3)n2)CC1
 : 2%	-8%	8%
O=C(NCCCn1ccnc1)c1nn2c(C(F)(F)F)cc(-c3ccccc3)nc2c1Cl
 : -5%	-13%	8%
O=C(Nc1cccc2cccnc12)c1cc(F)c(F)cc1Cl
 : -9%	11%	-9%
CCN(c1ccccc1)S(=O)(=O)c1ccc(NC(=O)c2nc(SC(C)C)ncc2Cl)cc1
 : -6%	-19%	·
O=C(NC1CCN(Cc2ccccc2)CC1)c1ccc(CS(=O)c2ccc(F)cc2)o1 (stereo not drawn)
 : 0%	-1%	-26%
COCCCNC(=O)c1cc(Sc2ccc(F)cc2)nc2ccccc12
 : -2%	7%	4%
Cc1ccc(CN(C(=O)c2ccco2)C2CCS(=O)(=O)C2)cc1 (stereo not drawn)
 : -16%	16%	-13%
O=C(CSc1nnc(CNC(=O)c2c(F)cccc2Cl)o1)Nc1ccccc1
 : 3%	3%	5%
Cc1nn(-c2cccc([N+](=O)[O-])c2)c(N)c1-c1ccccc1
 : -7%	-15%	-3%
N#Cc1cc([N+](=O)[O-])ccc1N1CCCC1
 : -1%	1%	-12%

Looked up above:
`Cc1ccc(CN(C(=O)c2ccco2)C2CCS(=O)(=O)C2)cc1` (stereo not drawn) in KAT2A inh reads -16%
`CCN(c1ccccc1)S(=O)(=O)c1ccc(NC(=O)c2nc(SC(C)C)ncc2Cl)cc1` in FEN1 inh reads -19%
`O=C(NCCCn1ccnc1)c1nn2c(C(F)(F)F)cc(-c3ccccc3)nc2c1Cl` in KAT2A inh reads -5%
`Cc1nn(-c2cccc([N+](=O)[O-])c2)c(N)c1-c1ccccc1` in N370S GC reads -3%
`O=C(CSc1nnc(CNC(=O)c2c(F)cccc2Cl)o1)Nc1ccccc1` in N370S GC reads 5%
`C=CCNC(=O)C1CCN(c2nc(C)cc(-c3ccccc3)n2)CC1` in FEN1 inh reads -8%

(list continues)
Each structure is followed by: KAT2A inh	FEN1 inh	N370S GC
Cc1ccc(NS(=O)(=O)c2ccc(C(C)(C)C)cc2)cn1
 : 1%	8%	-6%
CC(NC(N)=O)C(=O)Nc1ccc(Cl)c(S(=O)(=O)Nc2ccc(Br)cc2)c1 (stereo not drawn)
 : -1%	4%	-4%
COc1ccc(C(=O)CC(=O)C(=O)Nc2ccc(OC)c(Cl)c2)cc1
 : 2%	-17%	-1%
CCOC(=O)c1sc2ccccc2c1OC(=O)c1ccc(C)cc1
 : -5%	-7%	23%
COc1ccc(-c2cc(C(=O)Nc3sc4c(c3C#N)CCCC4)c3ccccc3n2)cc1
 : -11%	0%	-4%
CCCC(=O)N1CCc2cc(OC)c(OC)cc2C1COc1ccc2c(C)cc(=O)oc2c1 (stereo not drawn)
 : 3%	-5%	·
O=C(CSc1ccc(F)cc1)NC1CCCCC1
 : 0%	-6%	5%
COc1ccc(-c2n[nH]c(=S)n2CC(C)C)cc1
 : 1%	-1%	2%
CCOc1ccc(S(=O)(=O)N2CCCC(C(=O)N3CCOCC3)C2)cc1 (stereo not drawn)
 : 1%	13%	2%
Cc1cccc(C)c1NC(=S)N(CCN(C)C)Cc1cccs1
 : 0%	-1%	-3%
CSCCOC(=O)c1[nH]c2c(c1C)C(=O)CC(c1ccco1)C2 (stereo not drawn)
 : -24%	?	14%
COc1ccc(-c2cc3ccc(OCC(=O)NCC4CCC(C(=O)O)CC4)cc3oc2=O)cc1 (stereo not drawn)
 : 54%[activator]	-23%	?
COC(=O)Cn1c(C(O)c2ccccc2)nc2ccccc21 (stereo not drawn)
 : 2%	12%	-4%
O=C(N/N=C/c1cccc2cccnc12)[C@H]1C[C@@H]1c1ccccc1
 : -8%	-18%	?
Cc1ccc(C(=O)c2c[nH]cc2-c2ccccc2)cc1
 : 0%	-2%	-3%
COc1ccc(N(CC(=O)N2CCc3ccccc3C2)S(=O)(=O)c2c(C)[nH]c(=O)[nH]c2=O)cc1
 : 4%	2%	-4%
CC(C(=O)Nc1cc([N+](=O)[O-])ccc1Cl)N1CCN(c2ccccc2O)CC1 (stereo not drawn)
 : -5%	-21%	4%
Cc1cc(C)c(OCC(=O)Nc2ccc3c(c2)OCO3)cc1C
 : -3%	-3%	5%
COc1ccc(C2=CC(c3ccccc3Cl)n3nc(-c4ccc(Cl)cc4)nc3N2)cc1 (stereo not drawn)
 : 2%	-15%	·
Cc1ccc(OCCNC(=O)CNC(=O)c2ccc3c(c2)OCO3)cc1
 : -3%	19%	-1%

Continuation.
| mol | KAT2A inh | FEN1 inh | N370S GC |
| --- | --- | --- | --- |
| O=C(c1ccccc1)c1ccc(Sc2ccc([N+](=O)[O-])cc2)cc1 | -15% | 5% | 9% |
| O=c1c(Cl)c(N2CCOCC2)cnn1-c1nc2ccccc2[nH]1 | -13% | -4% | -4% |
| CC(OC(=O)c1ccccc1NCCO)C(=O)Nc1ccc(S(=O)(=O)N2CCOCC2)cc1 (stereo not drawn) | -8% | -4% | ? |
| Cc1noc(C)c1S(=O)(=O)N1CCCC(C(=O)NCc2ccccn2)C1 (stereo not drawn) | -7% | 3% | -6% |
| COc1ccccc1CC(=O)NC1CCC(C)CC1 (stereo not drawn) | -10% | -10% | -4% |
| Cc1nc2c(cnn2-c2ccc(Cl)cc2)c(=O)n1-c1ccc(N2CCC(C)CC2)cc1 | -4% | · | 0% |
| O=C(CN(C(=O)CNS(=O)(=O)c1ccccc1)C1CCCC1)NCC1CCCO1 (stereo not drawn) | 2% | 1% | 3% |
| CCc1cc(=O)oc2c(C)c(OCC(=O)NCc3ccccn3)ccc12 | -28% | 19% | -14% |
| COc1cccc2c1CCC(NC(C)=O)C2=O (stereo not drawn) | 1% | -11% | 8% |
| CCOc1ccc(C(=O)NCC(=O)OCC(=O)Nc2ccccc2OCC)cc1 | 2% | -8% | 10% |
| N#Cc1c(-c2ccccc2)ccnc1N1CCOCC1 | 4% | 12% | 3% |
| CN(CCOc1ccc(Br)cc1)C(=O)CNC(=O)c1ccc2ccccc2c1 | -6% | 4% | -3% |
| O=[N+]([O-])c1ccc(N2CCN(S(=O)(=O)c3ccc(Cl)c(Cl)c3)CC2)cc1NCCN1CCOCC1 | -7% | -1% | 21% |
| OC(c1ccccc1)c1ccncc1 (stereo not drawn) | 0% | -3% | -6% |
| O=[N+]([O-])c1ccc(N=NN(CCO)CCO)cc1 | -4% | 20% | 8% |
| CC(=O)NC(Cc1ccc(F)cc1)C(=O)NC1CCN(c2ncccc2[N+](=O)[O-])CC1 (stereo not drawn) | 3% | 2% | -10% |
| c1csc(CNc2nc3ccccc3n2CCN2CCOCC2)c1 | 0%[0.501 µM] | 5% | -2% |
| COc1ccc(CNC(=O)CCc2cc(OC)c(OC)c(OC)c2)cc1 | -8% | -7% | -7% |
| O=C1c2[nH]nc(-c3ccccc3O)c2C(c2ccc(F)cc2)N1CC1CCCO1 (stereo not drawn) | -1% | 6% | -1% |
| C/C(=N\NC(=O)Cc1ccccc1)c1cccnc1 | -2% | 13% | 5% |
| NC(=O)c1ccccc1NC(=O)/C=C/C(=O)O | 0% | -9% | 24% |
| C=CCNC(=S)N1CCN(c2cccc(C(F)(F)F)c2)CC1 | 0% | 0% | -3% |
| COc1ccccc1-c1csc(Cc2nnc3n2CCCCC3)n1 | 44%[activator] | 13% | ? |
| Cc1ccc(NC(=O)CSc2cn(CC(=O)N3CCCCCC3)c3ccccc23)cc1 | -3% | -2% | · |
| O=C(Nc1c(Cl)cccc1Cl)c1cc(=O)n(Cc2ccccc2)c(=O)[nH]1 | -3% | -7% | 5% |
| COCCNC(=O)C(c1ccc(F)cc1)N(Cc1ccccc1)C(=O)CCC(=O)Nc1ccccn1 (stereo not drawn) | 0% | -3% | -2% |
| OCCCNCc1cccc2ccccc12 | 2% | 2% | -9% |
| O=C(CCn1c(=O)c2ccccc2n(CC(=O)NC2CCCC2)c1=O)NCCc1ccc(Cl)cc1 | -7% | -14% | 2% |
